FN deposition inh: fibronectin deposition inhibition. inhibition, % at 12.6 µM. AH1F fibroblasts, Alexa488-fibronectin deposition fluorescence, overnight. 350,000 compounds, 0.086% hits;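 active = mean inhibition across replicates of 30% or more, regardless of how many single replicates reach that level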;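 note: positive control wells lacked labelled fibronectin entirely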
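test system = AH1F fibroblasts assembling fluorescent fibronectin matrix | quantity = 10000 AH1F cells per well | buffer or medium = DMEM plus 2% serum, read in PBS | doses = single dose, pinned | incubation = 1 h cell attachment, overnight exposure to compound and label | detection = fluorescence at 485 nm excitation, 525 nm emission | read-out basis = inhibition from reduced deposited-fibronectin fluorescence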
LGR2 inh: Drosophila LGR2 receptor signaling inhibition | inhibition, % at 9.99 µM | HEK293 LGR2, CRE-luciferase, bursicon-stimulated, 4 h | 380,000 compounds, 0.35% hits;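 active = drop in luminescence signal, shown as inhibition above about 50% in the replicate tests, limit read from the data, passing the limit was not always enough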;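 note: agonist challenge used bursicon conditioned medium at about half maximal strength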
* hit, by the source's call.

SMILES | FN deposition inh | LGR2 inh
COc1ccc(NC(=O)C2(c3ccc(NC(=O)c4ccc(OC)cc4)cc3)CCCC2)cc1 | -5.1 | -1.3
O=C(Nc1ccc2c(c1)CCC2)c1ccc(F)c(S(=O)(=O)N2CCOCC2)c1 | 1.1 | 7.8
CSc1nc2ccc(NS(=O)(=O)c3c(Cl)cccc3Cl)cc2s1 | 4.7 | -1.6
Cc1ccc([N+](=O)[O-])cc1NC(=O)C1CCN(S(C)(=O)=O)CC1 | 3.6 | 13.6
CCCc1[nH]n(-c2ccc(F)cc2)c(=O)c1C=Nc1cccc(F)c1 | 2.4 | -2.1
O=C(CCC(=O)Nc1ccccc1)NNC(=O)c1cccs1 | -0.9 | -4.2
O=C(NC1CCCCCC1)c1ccc(OCC2CCCO2)cc1 (centres undefined) | 6.5 | -8.9
O=C(Nc1ccc(Cl)c(Cl)c1)Nc1cc(S(=O)(=O)N2CCOCC2)ccc1N1CCCC1 | 0.3 | 16.7
O=[N+]([O-])c1ccc(-c2cnc(NO)nc2)cc1 | -16.1 | 5.9
O=[N+]([O-])c1ccccc1Sc1nccn1Cc1ccccc1 | 8.4 | 9.3
O=C(O)CNc1nc(-c2ccccc2)c2cc([N+](=O)[O-])ccc2n1 | -6.5 | -26.9
Cc1ccc(O)c(C2=Nc3ccccc3N=C(c3cccs3)C2)c1 | -10.2 | 23.2
O=C(CSc1nc2ccccc2c(=O)n1-c1ccccc1)N1CCCc2ccccc21 | 5.6 | -12.2
N#C/C(=C\c1c(N2CCCCC2)nc2ccccn2c1=O)C(=O)NC1CCS(=O)(=O)C1 (centres undefined) | 2.8 | 2.3
COc1ccccc1-c1cc(C(=O)NCc2cccs2)no1 | -0.2 | -14.0
Cc1cccc(NC(=O)/C=C/c2ccc(Cl)cc2)n1 | -1.0 | -43.0
CCOC(=O)c1cc(-c2ccccc2)nc2nc(N3CCCCC3)sc12 | -10.2 | -2.9
C/C(CC(=O)NCC(C)C)=N\NC(=O)COc1cc(C)c(Br)cc1Br | -3.5 | 14.3
Cc1cc(/C=C2/C(=N)N3C(=NC2=O)SN=C3S(C)(=O)=O)c(C)n1-c1ccccc1F | -2.4 | -43.2
COC(=O)c1ccc(OC(=O)c2cccnc2)cc1 | -3.6 | -17.5
CCCCNCCOCCOc1ccccc1-c1ccccc1 | 1.7 | 7.9
O=C(Nc1nnc(CSCc2ccc(F)cc2)s1)c1cccc([N+](=O)[O-])c1 | 1.9 | -0.7
Cc1ccc(NC(=O)CSc2ncnc3ccccc23)cc1S(=O)(=O)N1CCCCC1 | 2.2 | 28.0
Cc1ccccc1C(=O)NCC(=O)NNC(=S)NC(=O)c1ccccc1C | -0.7 | -8.6
CCOC(=O)c1c(C)[nH]c(C(=O)COC(=O)CNC(=O)c2ccc(Cl)cc2Cl)c1C | 7.1 | -2.8

Gathered by group: the entries above containing a Cl atom
SMILES | FN deposition inh | LGR2 inh
CSc1nc2ccc(NS(=O)(=O)c3c(Cl)cccc3Cl)cc2s1 | 4.7 | -1.6
O=C(Nc1ccc(Cl)c(Cl)c1)Nc1cc(S(=O)(=O)N2CCOCC2)ccc1N1CCCC1 | 0.3 | 16.7
Cc1cccc(NC(=O)/C=C/c2ccc(Cl)cc2)n1 | -1.0 | -43.0
CCOC(=O)c1c(C)[nH]c(C(=O)COC(=O)CNC(=O)c2ccc(Cl)cc2Cl)c1C | 7.1 | -2.8

Continued:
SMILES | FN deposition inh | LGR2 inh
COc1cc2c(cc1OC)/C(=C/c1ccc(Br)cc1)C(=O)OC2 | -1.9 | 10.7
CC(C)NC(=O)/C(C#N)=C/c1ccc2c(c1)OCCO2 | 5.6 | -2.7
Cc1ccc(/C=C/C(=O)Nc2nc3ccccc3[nH]2)cc1 | 0.3 | -36.7
O=C(Nc1ccc(-c2nc3ccccc3s2)c(OC(=O)c2ccccc2)c1)c1ccccc1 | 3.0 | -4.5
CN1C(=O)c2ccc(NC(=O)c3ccc(N4CCCCC4)c([N+](=O)[O-])c3)cc2C1=O | 18.3 | 11.7
COc1ccccc1Nc1nc2nonc2nc1N1CCC(C)CC1 | 6.3 | -2.1
O=C(CC(Nc1cccc(Cl)c1Cl)C(=O)OCC(=O)c1cccs1)c1ccccc1 (centres undefined) | -8.6 | 1.8
CCc1nn(-c2ccccc2)c(=S)c2ccccc12 | 11.8 | -15.5
Cc1ccn2c(NC(=O)C(C)(C)Oc3ccc(Cl)cc3)c(-c3cccs3)nc2c1 | 0.3 | 9.3
CCOC(=O)N1CCN(C(=O)CS(=O)(=O)c2cn(Cc3cccc(F)c3)c3ccccc23)CC1 | -2.2 | -0.6
Cc1[nH]c2ccccc2c1/C=C/c1nc2ccccc2c(=O)n1-c1cccc([N+](=O)[O-])c1 | 3.2 | 11.4
O=C(CNC(=S)N(CCCN1CCOCC1)Cc1cccs1)N1CCOCC1 | 2.2 | -3.6
Cn1cc(/C=C2\SC(=O)N(c3ccccc3)C2=O)c2ccccc21 | 2.2 | -9.3
COc1ccc(/C=N/NC(=O)CNc2c(Br)cc(C)cc2Br)c(C(=O)O)c1OC | -4.1 | 7.5
COc1cc(C(=O)NC(=S)Nc2ccc(NC(=O)c3ccco3)cc2)cc(OC)c1OC | -0.2 | 13.8
O=C1c2ccccc2C(=O)N1CCc1nc(-c2ccccn2)no1 | -6.4 | -21.9
Cc1sc2nc(CSc3ccccc3)nc(N3CCN(C)CC3)c2c1C | 4.7 | -1.4
O=C(Cc1cccs1)Nc1cc(SCCO)cc([N+](=O)[O-])c1 | 4.5 | -13.3
O=c1cc(O)c2sc3nc(-c4cccnc4)cc(C(F)(F)F)c3c2[nH]1 | -6.9 | 0.8
Cc1ccc(C)c(NC(=O)C(Sc2nnc(-c3cccs3)o2)c2ccccc2)c1 (centres undefined) | -9.2 | 15.0
S=c1[nH]nc(COc2ccccc2)n1/N=C/c1cccs1 | -5.0 | 0.7
COc1cccc(-c2noc(N)c2C#N)c1 | 6.2 | 6.0
Cc1onc(-c2ccccc2)c1C(=O)N/N=C/c1cc2c(cc1Br)OCO2 | 3.0 | 13.0
C=CCn1c(SCC(=O)Nc2cccnc2Cl)nnc1-c1ccccc1F | -6.5 | -0.1
O=C1OC(/C=C/c2ccccc2)=NC/1=C\c1cccnc1 | 2.6 | -6.1

Some of the entries so far, with tabs:
smiles	FN deposition inh	LGR2 inh
Cc1ccc(C)c(NC(=O)C(Sc2nnc(-c3cccs3)o2)c2ccccc2)c1 (centres undefined)	-9.2	15.0
S=c1[nH]nc(COc2ccccc2)n1/N=C/c1cccs1	-5.0	0.7

More entries follow:
SMILES | FN deposition inh | LGR2 inh
O=C(N=C1c2ccccc2CN1c1ccc(F)cc1)c1ccc(Cl)nc1 | -1.0 | -1.6
COCC(C)n1c(C)cc(C(=O)CSc2cc(C)c3ccccc3n2)c1C (centres undefined) | -3.3 | 0.6
N=c1c2c(ncn1Cc1ccco1)Oc1ccc3ccccc3c1C2c1ccccc1 (centres undefined) | -2.5 | -7.1
Cc1oc2ccc(NS(=O)(=O)c3cccc4cccnc34)cc2c1C(=O)OC(C)C | 4.2 | -8.3
Cc1ccn2c(-c3n[nH]c(=S)n3Cc3ccccc3)c(C)nc2c1 | 5.4 | 11.0
CC12C(=O)N(c3ccc(OC(=O)c4ccco4)cc3)C(=O)C1C1c3ccccc3C2c2ccccc21 (centres undefined) | 0.8 | 8.8
O=C(NC1CCCCCC1)c1c2c(nc3ccccc13)CCN(Cc1ccccc1)C2 | -0.7 | 12.1
Cc1cc(C)n2nc(N)c(N=Nc3ccc(Cl)cc3)c2n1 | 0.4 | 2.2
O=C(c1ccccn1)c1cc2ccccc2n1S(=O)(=O)c1ccccc1 | 0.4 | 5.0
COC(=O)c1ccccc1NC(=O)c1cc2nc(C3CC3)cc(C(F)(F)F)n2n1 | 4.4 | -5.3
CCN(C(=O)[C@@H]1CCCN1C(=O)c1cccs1)c1nc2cc(Cl)ccc2s1 | 10.0 | 9.0
O=S(=O)(NCCC1=CCCCC1)c1cccc2nsnc12 | -11.0 | 4.0
CCc1nnc(NC(=O)/C=C/c2ccc(C)o2)s1 | -8.1 | -25.9
O=C(CSc1nc2cc([N+](=O)[O-])ccc2n1-c1ccc(F)cc1)NC1CCS(=O)(=O)C1 (centres undefined) | 1.2 | -12.4
COc1ccccc1CNC(=O)c1ccc(OCC2CCCO2)cc1 (centres undefined) | 0.0 | 20.5
Cc1cccc(C)c1NC(=O)c1ccc([N+](=O)[O-])s1 | -9.2 | 8.7
O=C(CCSCc1cccc(Cl)c1)NCCC1=CCCCC1 | -3.9 | -9.2
O=C(N/N=C\c1ccc(-c2ccccc2[N+](=O)[O-])o1)C1COc2ccccc2O1 (centres undefined) | -4.0 | 16.9
Cc1cccc2nc(CSc3nc4[nH]ncc4c(=O)n3-c3cccc(Cl)c3)cc(=O)n12 | 4.6 | 19.8
COc1cc(/C=N/Nc2ccc3ccccc3c2)ccc1OC(=O)c1ccco1 | -0.6 | -3.0
CCCc1cc(=O)[nH]c(SCC(=O)N2CCN(S(=O)(=O)c3ccc4ccccc4c3)CC2)n1 | -5.4 | -0.6
CCN(CC)C(=O)c1c(Cl)nc(C)c([N+](=O)[O-])c1C | 3.8 | 2.3
Cc1cccc(C)c1NC(=O)C1c2ccccc2Oc2ccccc21 | 4.1 | -16.4
O=C(NNc1nc(-c2ccccc2)c2cc(Br)ccc2n1)c1ccc(S(=O)(=O)N2CCCCC2)cc1 | -3.1 | 2.6
COc1ccc(Cl)cc1-c1nc(N)nc(N(C)C)n1 | 6.8 | -4.5
Additional records.
SMILES | FN deposition inh | LGR2 inh
Cc1cccc2sc(N(CCN(C)C)C(=O)/C=C/c3cccs3)nc12 | -1.7 | 14.7
COC(=O)NNC(=O)C1CCC(C(=O)NNC(=O)OC)CC1 (centres undefined) | 0.9 | 8.1
CC(=O)c1cc(-c2ccccc2)n(CC(=O)Nc2cccc(C)c2)c1C | 3.0 | -6.8
Cc1ccccc1-n1nc2c(c1NC(=O)c1cc3ccccc3oc1=O)CS(=O)(=O)C2 | -9.8 | 2.2
COc1cc(/C=N/S(=O)(=O)CCc2ccccc2)ccc1O | 5.7 | -9.4
Cc1ccc(C(=O)NCC(=O)OC(C)C(=O)NCCC2=CCCCC2)cc1C (centres undefined) | 4.9 | -21.6
O=c1[nH]c2ccccc2nc1/C=C(\O)C1CC1 | 10.0 | -8.2
Cc1cc2ccccn2c1C(C[N+](=O)[O-])c1ccc(N(C)C)cc1 (centres undefined) | -2.5 | 19.9
CC(C)CNC(=O)C(=O)NN=C1CCCCCC1 | 2.0 | -24.0
COCCNC(=O)Cn1c(=O)n(CCC(=O)NCCc2ccccc2)c(=O)c2ccccc21 | 2.6 | 21.7
O=C(O)c1cc(C2CC2)nc2ccccc12 | 0.4 | -8.7
COc1ccc([N+](=O)[O-])cc1NC(=O)CCc1ccccc1 | 11.6 | -11.2
ClC(Cl)c1nnc(-c2ccccc2)c(-c2c[nH]c3ccccc23)n1 | 0.4 | 27.3
CCCOc1ccc2c(CC)cc(=O)oc2c1C | 8.3 | -29.4
CNC(=S)N/N=C(\C)c1ccc(C(C)(C)C)cc1 | -6.5 | -16.9
Cc1ccc(CN(c2ccc(C(=O)Nc3cccnc3)cc2)S(C)(=O)=O)cc1 | 13.9 | 6.1
Cc1ccccc1C(=O)N1CCN(c2ccc([N+](=O)[O-])c(NCc3cccnc3)c2)CC1 | 9.6 | -1.6
Cc1cc(C)c(C)c(S(=O)(=O)NCC(=O)NCc2ccco2)c1C | -0.4 | -3.8
O=C(Cc1ccccc1)NCC(=O)OCC(=O)c1cccc([N+](=O)[O-])c1 | 6.1 | -20.9
CCCn1nnc(NC(=S)NC(=O)c2cccs2)n1 | 2.0 | -22.2
COc1cccc(/C=C2\SC(=S)N(N3CCOCC3)C2=O)c1OC | -2.7 | -44.2
CCCCNC(=O)C12CCC(C)(C(=O)C1Br)C2(C)C (centres undefined) | 4.8 | -15.5
Cc1cc(OCCN2CCCCCC2)ccc1[N+](=O)[O-] | 4.6 | -16.7
Cc1ccc(-c2c(C(=O)NCc3ccc(F)cc3)oc(=O)c3ccccc23)cc1 | 8.3 | 14.8
COc1ccc(C)cc1NC(=O)C(OC(=O)c1cc(C)oc1C)c1ccccc1 (centres undefined) | -13.3 | 12.5

Fetched by compound from the list above (5):
SMILES | FN deposition inh | LGR2 inh
Cn1cc(/C=C2\SC(=O)N(c3ccccc3)C2=O)c2ccccc21 | 2.2 | -9.3
O=C(CC(Nc1cccc(Cl)c1Cl)C(=O)OCC(=O)c1cccs1)c1ccccc1 (centres undefined) | -8.6 | 1.8
O=C1c2ccccc2C(=O)N1CCc1nc(-c2ccccn2)no1 | -6.4 | -21.9
O=C(O)CNc1nc(-c2ccccc2)c2cc([N+](=O)[O-])ccc2n1 | -6.5 | -26.9
CCN(CC)C(=O)c1c(Cl)nc(C)c([N+](=O)[O-])c1C | 3.8 | 2.3

(further entries)
SMILES | FN deposition inh | LGR2 inh
O=C(OCCN1C(=O)c2cccc3c(N4CCOCC4)ccc(c23)C1=O)c1ccc(Cl)cc1Cl | -1.3 | -7.5
O=C1N(c2ccc(Cl)cc2)C(c2ccccc2)N2CCCN12 (centres undefined) | 0.6 | 2.8
Cc1ccc(NN2C(=O)C=CC2=O)cc1 | -7.3 | 7.4
COc1ccc2[nH]c3c(=O)n(N)c(C)nc3c2c1 | -3.2 | 15.6
CC(C)(C)SCCNC(=O)c1ccc(Cl)c([N+](=O)[O-])c1 | 0.3 | -22.0
Cc1ccc(C)c2c1cc(C)c1nnc(SCC(=O)N3CCCc4ccccc43)n12 | -5.9 | 11.6
CCOc1ccc2nc(NC(=O)c3c([N+](=O)[O-])cnn3CC)sc2c1 | -1.9 | -10.1
COc1cc(OC)cc(C(=O)NCC(=O)OCC(=O)c2cc(OC)ccc2OC)c1 | 3.0 | 11.8

Screening data (PubChem)

These rows are one share of the data; rates above refer to the full screens.
